From PubChem BioAssay
aSyn rescue – rescues yeast growth from alpha-synuclein toxicity; Yeast expressing alpha-synuclein, growth rescue, BacTiter-Glo, 24 h; Potency, µM (series often up to 46.1 µM), for inactives: top-dose growth rescue (activation), most hits filed as activators; actives 0.14% (n = 370,000); further: potency means the concentration at half of the fitted maximal effect; % of control where 0% means no effect; nearly all actives have a fitted effect of over 65% in size
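Galactose-induced alpha-syn yeast (OD600=0.02, raffinose-pregrown) + pinned cpd, 24 hr, 30 deg C; growth by BacTiter-Glo luminescence. Growth restoration scores as activation.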
GLP-1R inv ag – inverse agonists of human GLP-1 receptor; P43220; HEK293 GLP-1R CRE-luciferase, luminescence, 24 h; GLP-1R form is constitutively active; actives 1.6% (n = 410,000); Potency, µM (highest dose often 38.3 µM), without a hit: top-dose activity change, negative = inhibition, most hits filed as inhibitors; further: potency means the concentration at half of the fitted maximal effect; on the % scale 0 is the no-effect control and ±100 the full control effect; nearly all actives have a fitted effect of over 55% in size
Target sequence (P43220 whole entry, looked up): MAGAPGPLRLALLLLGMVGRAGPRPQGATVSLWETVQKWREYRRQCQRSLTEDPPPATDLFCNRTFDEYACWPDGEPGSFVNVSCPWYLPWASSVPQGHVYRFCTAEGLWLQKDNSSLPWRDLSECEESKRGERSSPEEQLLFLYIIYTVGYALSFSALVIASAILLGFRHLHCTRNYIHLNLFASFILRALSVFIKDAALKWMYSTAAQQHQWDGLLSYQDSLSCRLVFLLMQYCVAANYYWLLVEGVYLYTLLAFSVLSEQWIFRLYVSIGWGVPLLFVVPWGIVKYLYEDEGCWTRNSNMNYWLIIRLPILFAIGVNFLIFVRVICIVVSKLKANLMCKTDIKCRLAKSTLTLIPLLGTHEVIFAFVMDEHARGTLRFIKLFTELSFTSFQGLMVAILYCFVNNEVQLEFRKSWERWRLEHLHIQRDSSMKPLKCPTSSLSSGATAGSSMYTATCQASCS
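qHTS in 1536-well format: reporter HEK293 cells expressing constitutive GLP-1R activity in DMEM + 10% Nu serum, 24 hr with compounds at 37 deg C, luminescence read after 12 min with detection reagent.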
Abeta yeast res – restores growth of yeast expressing A-beta42 peptide; Potency, µM (series often up to 46.1 µM), for inactives: at the highest dose growth rescue, usual class: activators; yeast expressing A-beta42, growth rescue, OD600, 48 h; response scale: 0% DMSO, 100% iron-clioquinol control; actives 0.063% (n = 410,000); AID 1347071; further: potency means the concentration at half of the fitted maximal effect; nearly all actives have a fitted effect of over 55% in size
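Yeast A-beta toxicity model in growth medium with pinned compounds, 48 h at 30 C; growth read as absorbance at 600 nm. Normalized to FeCl3/clioquinol equimolar mix (positive) and DMSO (negative).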
GLP-1R agonist – GLP-1 receptor (human) agonism | P43220 | HEK293 GLP-1R CRE-luciferase, luminescence, 4-6 h; cells express a hypersensitive GLP-1R form | Potency, µM (highest dose often 45.6 µM), inactives show at the highest dose activation, actives largely listed as activators | actives 0.007% (n = 380,000) | AID 624172; further: potency means the concentration at half of the fitted maximal effect; % of control where 0% means no effect
DRD3 antagonist – blocks the human D3 dopamine receptor; P35462; D3R cells, DiscoveRx beta-arrestin luminescence, antagonist mode; stronger effect = lower value; AID 652054; max response, negative = inhibition, %; actives 2.5% (n = 360,000); in the data active means max response below about -50%; inconclusive means no clear call, values can overlap the other calls; further: on the % scale 0 is the no-effect control and ±100 the full control effect; mostly tested at two doses, the higher about 12 µM
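Cells expressing the human receptor were seeded at 1500 cells/well, incubated overnight at 37 degrees C in 5% CO2, then exposed to library compounds with dopamine controls for 90 minutes at 37 degrees C before luminescent detection.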
PTHR1 agonist – PTHR1 (human) receptor agonism. Q03431. HEK293 GP2 PTHR1 cells, GloSensor cAMP luminescence, 1 h. actives 0.075% (n = 410,000). Potency, µM (top dose mostly 115 µM), without a hit: top-dose activation, usual class: activators. AID 743266; further: potency means the concentration at half of the fitted maximal effect; nearly all actives have a fitted effect of over 55% in size; some results filed as inactive show a strong effect at the top dose; inactives centre near -15; many of its hits are not listed in these tables
Target sequence (Q03431 whole entry, looked up): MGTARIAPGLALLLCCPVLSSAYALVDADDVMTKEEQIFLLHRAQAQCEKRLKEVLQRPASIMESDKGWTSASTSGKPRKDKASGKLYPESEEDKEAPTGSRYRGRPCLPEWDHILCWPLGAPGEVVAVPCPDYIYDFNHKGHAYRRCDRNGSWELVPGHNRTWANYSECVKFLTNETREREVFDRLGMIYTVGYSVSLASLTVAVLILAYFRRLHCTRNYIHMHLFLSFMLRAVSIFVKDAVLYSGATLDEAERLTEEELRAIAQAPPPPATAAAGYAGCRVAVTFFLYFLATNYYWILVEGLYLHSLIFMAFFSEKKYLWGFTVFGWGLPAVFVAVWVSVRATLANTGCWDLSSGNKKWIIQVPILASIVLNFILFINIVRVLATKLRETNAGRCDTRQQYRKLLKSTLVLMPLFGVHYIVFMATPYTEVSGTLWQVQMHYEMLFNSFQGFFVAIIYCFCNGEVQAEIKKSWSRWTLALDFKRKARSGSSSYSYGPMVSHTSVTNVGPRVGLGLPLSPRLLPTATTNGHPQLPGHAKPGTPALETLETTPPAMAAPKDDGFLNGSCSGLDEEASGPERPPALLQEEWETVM
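HEK-293-derived GP2 cells expressing PTHR1 and a GloSensor cAMP reporter, 3,000/well, plated overnight, given luciferin plus IBMX (each 0.5 mM as added) for 1 h at 37 °C, then compound for 1 h at 37 °C. Luminescence was read after 15 min at room temperature.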
TDP-43 yeast inh – rescues yeast growth from TDP-43 toxicity. Potency, µM (titrated, usually from 46.1 µM), inactives show at the highest dose growth rescue (activation), actives largely listed as activators. actives 1.8% (n = 410,000). TDP-43 expressing yeast growth rescue, BacTiter-Glo, 24 h. AID 652104; further: potency means the concentration at half of the fitted maximal effect; % of control where 0% means no effect; nearly all actives have a fitted effect of over 50% in size
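Yeast cells expressing TDP-43 under galactose induction are exposed to compounds for 24 hr at 30 deg C. BacTiter-Glo luminescence measures growth, so protective compounds score as activators.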
FUS yeast rescue – suppressors of FUS proteinopathy in yeast; S. cerevisiae FUS-expressing, growth rescue, OD600, 24 h; Potency, µM (top dose mostly 76.6 µM), inactives show at the top dose growth rescue (activation), most hits filed as activators; actives 0.24% (n = 390,000); AID 1347120;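 further: potency means the concentration at half of the fitted maximal effect; plate controls were DMSO vehicle for no effect and reference control for full effect; nearly all actives have a fitted effect of over 55% in size; some results filed as inactive show a strong effect at the top dose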
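Yeast expressing FUS under galactose induction, OD 0.005 in 2% galactose medium; compounds in a dilution series, 24 h at 30C. Growth rescue by absorbance at 600 nm; CP55940 positive control, DMSO negative.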
Akt phos inh – Akt phosphorylation inhibition. Neuro2A IGF-stimulated pAkt S473 HTRF, 20 min; stronger effect = lower value. activity change, % for hits at 50 µM. actives 0.32% (n = 360,000); in the data active means activity change below about -80%; inconclusive means mostly about -51% to -80%; further: on the % scale 0 is the no-effect control and ±100 the full control effect
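Neuro2A cells in DMEM with 0.5% FBS, overnight at 37 deg C, given compound at single 50 µM final, then IGF (6 nM final) for 20 min at 37 deg C. Lysed; phospho-Akt Ser473 by HTRF after 24 h, 665/615 ratio.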
The depositor's hits bear a star; i = inactive; ? = inconclusive; . = not tested or not shown; [ ] = remark or other dose. Unless noted, the call rests on the fitted dose curve; in most records, active means well fitted curve in the direction sought with a large enough effect; inconclusive means small, poorly fitted or top-dose-only effect, or another doubt; inactive means no such curve, though single readings can be large; an effect the other way counts as inactive or inconclusive. Some of the compounds tested; count on the stated rates, not on these rows.

SMILES	aSyn rescue	GLP-1R inv ag	Abeta yeast res	GLP-1R agonist	DRD3 antagonist	PTHR1 agonist	TDP-43 yeast inh	FUS yeast rescue	Akt phos inh
Cc1cc(C)cc(OCC(=O)N/N=C/c2ccc([N+](=O)[O-])o2)c1	0%	61%[activator]	-21%	7%	8	-5%	0%	-10%	i
S=c1[nH]nc(-c2cc3c(s2)-c2ccccc2CC3)o1	-7%	4%	-11%	-10%	30	-29%[57.5 µM]	14µM*	9%	i
CCN(CC)CCn1c(NS(=O)(=O)c2ccc(Cl)cc2)nc2ccccc21	-1%	19%	-12%	8%	?	i	4%	-3%	i
CN(CCNC(=O)c1c[nH]c2c1ccc1ccccc12)CCNC(=O)c1c[nH]c2c1ccc1ccccc12	-22%	?	-29%	-4%	-4	13%	-10%	.	i
COc1ccc(Nc2nn(-c3ccc(OC(F)(F)F)cc3)nc2C(C)=O)cc1	.	3%	5%	.	.	i	16%	-22%	.
O=C(N/N=C/c1c[nH]c2ccccc12)c1ccccc1Cl	1%	-4%	1%	23%	-3	-9%	10%	21%	i
OC(c1ccc(Cl)c(F)c1)c1ncc(-c2cccc(F)c2)[nH]1 (stereo unspecified)	11%	?	-12%	11%	8	-1%	16%	-17%	i
Cc1ccc(-c2cnn(-c3cccc(C(F)(F)F)c3)c2N)cc1	0%	-14%	5%	-8%	22	-14%[57.5 µM]	28%	18%	i
COc1ccc2nc(NC(=O)c3ccc4ncsc4c3)sc2c1	-1%	38%[activator]	2%	2%	-22	-14%	1%	19%	i
O=C(CCSCCc1ccccn1)Nc1ccc(Cl)cc1	.	-29%	20%	.	.	i	27%	6%	.

Brought forward from above: 6 entries; new compounds follow.
SMILES	aSyn rescue	GLP-1R inv ag	Abeta yeast res	GLP-1R agonist	DRD3 antagonist	PTHR1 agonist	TDP-43 yeast inh	FUS yeast rescue	Akt phos inh
COc1ccc(Nc2nn(-c3ccc(OC(F)(F)F)cc3)nc2C(C)=O)cc1	.	3%	5%	.	.	i	16%	-22%	.
O=C(N/N=C/c1c[nH]c2ccccc12)c1ccccc1Cl	1%	-4%	1%	23%	-3	-9%	10%	21%	i
OC(c1ccc(Cl)c(F)c1)c1ncc(-c2cccc(F)c2)[nH]1 (stereo unspecified)	11%	?	-12%	11%	8	-1%	16%	-17%	i
Cc1ccc(-c2cnn(-c3cccc(C(F)(F)F)c3)c2N)cc1	0%	-14%	5%	-8%	22	-14%[57.5 µM]	28%	18%	i
COc1ccc2nc(NC(=O)c3ccc4ncsc4c3)sc2c1	-1%	38%[activator]	2%	2%	-22	-14%	1%	19%	i
O=C(CCSCCc1ccccn1)Nc1ccc(Cl)cc1	.	-29%	20%	.	.	i	27%	6%	.
CS(=O)(=O)CC[C@@H](C(=O)NCCc1ccccc1)N1Cc2ccccc2C1=O	.	1%	-8%	0%	.	-1%	9%	-32%	.
CCN(CC)C(=O)c1sc2nc(-c3ccccc3)ccc2c1N	-1%	-32%	8%	14%	-16	-19%	21%	31%	i
Cn1c(C(=O)NCc2cccc(F)c2)cc2cc(S(=O)(=O)N3CCCCC3)ccc21	.	?	-4%	.	.	-70%[inhibitor]	0%	24%	.
C=CCn1c(SCC(=O)c2c(N)n(C)c(=O)n(C)c2=O)nc2sc(C)c(C)c2c1=O	-4%	3%	-6%	6%	10	-19%	-22%	12%	i
O=C(O)c1ccc(Nc2cnc3ccccc3n2)cc1	-7%	22%	-10%	-2%	-21	-58%[inhibitor]	-2%	-15%	i
Cc1ccc(NCc2cccn2-c2nnc(N3CCC(C(=O)NCc4ccc(F)cc4)CC3)s2)cc1	.	?	?	.	.	-74%[inhibitor]	-20%	?	.
COCCCNCCOc1cc(C(C)C)ccc1C	-6%	-2%	0%	-6%	-66*	i	-8%	8%	i
C=C(C)C(=O)N1CC2(CC(c3cccc(NC(=O)COc4ccc(Cl)cc4)c3)=NO2)C[C@@H]1C(N)=O (stereo partly specified)	-10%	8%	0%	-4%	6	-28%	1%	20%	i
COc1ccc(C(=O)Nc2ccc(S(=O)(=O)Nc3nccc(C)n3)cc2)cc1	4%	6%	-6%	-3%	-11	-42%[inhibitor]	16%	-22%	i
O=C(Cn1c(CC(=O)N2CCCC2)nc2ccccc21)NCc1ccccc1	0%	15%	-2%	0%	-25	i	-14%	21%	.
CCOc1ccc(-c2nc(SC(C(C)=O)C(=O)N(C)C)c3c(=O)n(C)c(=O)n(C)c3n2)cc1 (stereo unspecified)	.	0%	-5%	.	.	i	0%[9.22 µM]	-22%	.
CC1CN(C(=O)CCCN2C(=O)c3ccccc3C2=O)CC(C)O1 (stereo unspecified)	2%	10%	-7%	-2%	3	i	1%	-32%	i
CCCN1CCC(NCc2cn(C)nc2-c2ccc(Oc3ccccc3)cc2)CC1	-1%	?	-8%	12%	-14	?	5%	-7%	i
Cc1nc(C(=O)NCc2ccccc2)sc1C1(C)CC(c2cccc([N+](=O)[O-])c2)=NO1 (stereo unspecified)	11%	?	8%	9%	?	i	25%	32%	i
N#Cc1cccc(C(=O)C(=O)N2CCN(c3ccccc3)CC2)c1	0%	3%	5%	.	7	-2%	?	-2%	i
Cn1c(=Nc2ccc(N3CCOCC3)cc2)ccc2ccccc21	-9%	0%	12%	-17%	-18	-15%[57.5 µM]	-7%	-50%	i
Cc1ccccc1NC(=O)Nc1ccc2nc(N3CCN(C)CC3)cc(C)c2c1	.	4%	-3%	.	.	i	11%	-9%	.
COc1ccc(-n2c(C)nc3cc(C(=O)NCc4ccco4)ccc32)cc1	5%	8%	10%	-3%	10	9%[57.5 µM]	12%	4%	i
CCOC(=O)c1ccc(N/C=C2\CCCCC2=O)cc1	-4%	17%	1%	-6%	11	-4%[57.5 µM]	-7%	-15%	.
Cc1ccc(C(=O)N2CC3(C(C)C)CN(C(=O)c4ccc(C)cc4)CC(C(C)C)(C2)C3=O)cc1	-6%	?	-1%	-1%	6	i	7%	17%	i
COc1ccc(C=C2SC(=O)NC2=O)cc1OC	-1%	109%[activator]	-9%	22%	-4	i	2%	-7%	i
O=C(c1cc(Cl)cc(Cl)c1)N1CCOCC1	3%	0%	3%	-10%	3	-1%	-15%	9%	i
Cc1ccccc1C=Nc1ccccc1C(N)=O	-18%	-8%	14%	12%	-19	17%	-5%	-12%	i
Cc1cnc(C(=O)Nc2nnc(C)s2)cn1	-15%	13%	-2%	-3%	-19	i	-3%	-1%	i
Cn1nc(N2CCN(S(=O)(=O)c3ccccc3)CC2)c(=O)n(C)c1=O	2%	9%	-1%	-2%	5	-53%[inhibitor]	21%	13%	i
Cc1ccc(CNS(=O)(=O)c2c(C)nc3sc(C)cn3c2=O)cc1	.	-1%	-1%	.	.	i	3%	-13%	.
CC(C)c1cc(C(=O)N(C)C2CCCN(Cc3ccccc3F)C2)n(C)n1 (stereo unspecified)	-5%	-8%	-10%	-3%	-9	-23%	-11%	-35%	i
O=C(Nc1cc(Cl)ccc1N1CCOCC1)c1ccc(F)c(S(=O)(=O)N2CCOCC2)c1	9%	21%	4%	-1%	4	-21%	26%	.	i
Cc1ccc(SCC(=O)c2c(C)[nH]c3ccccc23)cc1	-7%	12%	-20%	3%	-7	i	-18%	20%	i
CCCOc1cccc(C(=O)NC(=S)Nc2cccc(C(F)(F)F)c2)c1	-16%	?	0%	3%	?	-14%[57.5 µM]	-1%	-16%	i
CC(=O)NC(=S)Nc1ccc(S(=O)(=O)Nc2nc(C)cc(C)n2)cc1	1%	32%[activator]	-13%	3%	3	-5%	6%	-7%	i
COc1ccc(CC(=O)NNC(=O)c2cccs2)cc1OC	-5%	26%	2%	3%	5	i	-3%	3%	i
Cc1ccc(NCC(=O)N2CCN(S(=O)(=O)c3ccccc3)CC2)cc1F	6%	?	14%	-11%	15	-19%	21%	-7%	i
COc1ccc(C(C(=O)NC(C)(C)C)N(Cc2cccnc2)C(=O)CCC(=O)Nc2cc(C)on2)cc1 (stereo unspecified)	5%	5%	-19%	0%	15	i	-16%	-24%	i
C=CCn1c(SCC(=O)NCc2ccc3c(c2)OCO3)nnc1C1CCCCC1	2%	?	-1%	-1%	-13	i	18%	7%	i
O=C(CN1C(=O)CSc2ccc(S(=O)(=O)N3CCCCC3)cc21)NCc1cccnc1	5%	7%	1%	-3%	6	-22%	4%	-8%	i
C[C@@H]1CN([C@@H](C)CO)S(=O)(=O)c2ccc(Br)cc2O[C@H]1CN(C)Cc1ccncc1	5%	1%	7%	-8%	5	-20%	4%	-23%	i
COc1ccc(C(=O)N=C2SC3CS(=O)(=O)CC3N2c2ccc(N(C)C)cc2)cc1OC (stereo unspecified)	-24%	29%	-11%	5%	29	-15%	7%	-21%	.
Cc1ccc2[nH]c(O)c(N=Nc3ccccc3[N+](=O)[O-])c2c1	3%	24%	3%	-2%	-2	i	-4%	.	i
CCc1ccc(CNC(=O)c2ccc(CSc3nc4ccncc4n3Cc3ccc(OC)cc3)cc2)cc1	.	?	-20%	.	.	-19%	17%	?	.
